esBAF inh – inhibitors of esBAF chromatin remodeling in mouse ES cells; hit rate 2% among 350,000; AID 602393; Bmi1-luciferase knock-in reporter, 24 h; 100% = twice the neutral-well signal; reporter increase, % at 12.5 µM; in the data active = activation above about 40%; inconclusive = no clear call, values can overlap the other calls;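 also: 0% = median of the plate's neutral control wells and 100% = double that signal; a rise in the Bmi1 reporter signal indicates esBAF inhibition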
Xi reactivation – activators of X-chromosome reactivation in mouse fibroblasts | XiGFP mouse fibroblasts, % GFP-positive cells imaging, 3 d; cells co-treated with 5-aza-dC sensitizer; scaled so ellipticine positive control = 100% | activation, % at 7.58 µM | hit rate 0.055% among 360,000 | AID 743238;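 active = mean normalized replicate activation at least 10% and every replicate at or above 10%; inconclusive = only one of the two criteria met; inactive = mean below 10% and not all replicates reach 10%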;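 also: 0% = median of on-plate neutral control wells and 100% = ellipticine 6 µM median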
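Material: SV40-immortalized XiGFP fibroblast cells, line 68-5-11 | Buffer or medium: DMEM containing 5-aza-dC | Dosing: One concentration, pinned | Times: 3 d treatment, 15 min room-temperature fixation | Controls: Ellipticine 6 µM positive control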
S100A4 MyoIIA – S100A4-myosin IIA interaction inhibition | P26447 | S100A4/TAMRA-MyoIIA peptide fluorescence polarization | inhibition, % at 10.7 µM | hit rate 0.14% among 360,000 | AID 652163;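 active = mean inhibition of at least 70% across replicates, with every replicate also reaching that level; inconclusive = mean inhibition reaches 70% but some replicates fall short; inactive = mean inhibition below 70%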
Target sequence (P26447 whole entry, looked up): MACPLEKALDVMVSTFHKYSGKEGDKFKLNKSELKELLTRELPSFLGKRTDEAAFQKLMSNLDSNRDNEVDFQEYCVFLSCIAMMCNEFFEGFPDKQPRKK
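Material: S100A4 monomer (human). Medium: Calcium-containing HEPES buffer, pH 7.2. Probe or stimulus: labelled myosin peptide probe, 5 nM. Compound dosing: one concentration per compound. Timing: polarization read 5 min after assay mix addition, stable 5–60 min. Benchmarks: DMSO as neutral control, TFP as positive control.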
E-selectin induc – induces E-selectin expression in human endothelial cells; HUVEC E-selectin immunofluorescence imaging; normalized: neutral wells 0, TNF-alpha wells 100; AID 686992; activation, % at 7.58 µM; hit rate 0.37% among 260,000;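 active = mean E-selectin-positive cell signal at least 10% of the positive control, reached in at least 60% of replicates, without over 20% cell loss; inconclusive = no rule given, readout overlaps actives, possibly toxicity-flagged; inactive = the rest, including those meeting only one limit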;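 also: in these data hits start at about 27%; measured in HUVEC primary endothelial cells; signal is the percent of cells scored E-selectin positive by PE staining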
Target sequence (P16581 whole entry, looked up): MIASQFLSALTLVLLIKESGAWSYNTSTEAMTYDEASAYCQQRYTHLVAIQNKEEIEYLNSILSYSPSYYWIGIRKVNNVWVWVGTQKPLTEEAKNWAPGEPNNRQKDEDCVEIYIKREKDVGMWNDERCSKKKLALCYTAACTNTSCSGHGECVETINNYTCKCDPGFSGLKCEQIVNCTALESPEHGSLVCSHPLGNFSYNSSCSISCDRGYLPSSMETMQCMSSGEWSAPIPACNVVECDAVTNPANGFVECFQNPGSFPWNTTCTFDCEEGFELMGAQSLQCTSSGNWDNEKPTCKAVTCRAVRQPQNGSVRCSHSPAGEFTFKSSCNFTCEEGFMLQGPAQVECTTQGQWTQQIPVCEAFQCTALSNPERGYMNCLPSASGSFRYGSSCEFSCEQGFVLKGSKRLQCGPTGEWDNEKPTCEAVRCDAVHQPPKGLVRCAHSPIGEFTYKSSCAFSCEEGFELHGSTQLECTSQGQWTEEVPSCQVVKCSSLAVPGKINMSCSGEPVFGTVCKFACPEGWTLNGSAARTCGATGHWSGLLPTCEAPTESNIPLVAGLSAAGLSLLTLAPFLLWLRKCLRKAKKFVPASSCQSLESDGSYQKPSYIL
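Test system: HUVEC; input: 3,000 HUVEC/well; measured by: immunofluorescence imaging; read-out: % PE-positive cells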
RAD52 inh – RAD52 (human) annealing inhibition; P43351; recombinant RAD52 DNA annealing, FRET fluorescence; inhibition, % at 18.7 µM; hit rate 0.46% among 360,000; AID 651710;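 active = every replicate showing at least 50% inhibition; inconclusive = mean inhibition at least 50% but not in every replicate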
ERAP1 HTS inh – inhibitors of human ERAP1 aminopeptidase. inhibition, % at 10.7 µM. hit rate 0.15% among 340,000. recombinant ERAP1, Leu-AMC fluorescence, 60 min. Q9NZ08. AID 652197;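 active = mean replicate inhibition of at least 30%, or all replicates individually reaching that 30% level; inactive = mean below 30% and not every replicate reaching it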;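 also: 0% = neutral control wells and 100% = L-leucinethiol positive control wells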
RAD54 inh – inhibitors of human RAD54 branch migration; RAD54 Holliday junction branch migration, FAM/BHQ fluorescence; inhibition, % at 10.4 µM; hit rate 0.14% among 360,000; AID 602329;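 active = mean normalized replicate activity at least 40 and at least half of replicates scoring 40 or more; inconclusive = only one of the two criteria met; inactive = mean below 40 and under half of replicates reaching 40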;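 also: 0% = median of neutral control wells and 100% = median of positive control wells; inhibitors cause a drop in the FAM fluorescence signal; in these data hits start at about 50%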
ERp5 block – ERp5 (human) disulfide isomerase inhibition; hit rate 0.05% among 350,000; AID 651711; ERp5 insulin aggregation, absorbance 650 nm, 90 min; Q15084; inhibition, % at 9.99 µM;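 active = mean replicate inhibition above about 25%, with every replicate also reaching it, limit read from the data, passing the limit was not always enough; inconclusive = only one of those two criteria met; inactive = neither criterion met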
Numbers without * were called inactive; ? = inconclusive; . = no result given; & = joins results of further samples.

mol	esBAF inh	Xi reactivation	S100A4 MyoIIA	E-selectin induc	RAD52 inh	ERAP1 HTS inh	RAD54 inh	ERp5 block
Cc1cc(C)n(CC(C)NCc2cn[nH]c2-c2cccc3ccccc23)n1 (configuration not stated)	.	0.0	0	.	-1	-1	.	2
C[C@@H]1CN([C@H](C)CO)C(=O)Cc2cc(NC(=O)Nc3ccc4c(c3)OCO4)ccc2O[C@H]1CN(C)S(=O)(=O)c1ccccc1	-9	-0.5	-2	0.0	9	4	.	2
O=C(C1CCCN(S(=O)(=O)c2cccc3cccnc23)C1)N1CCc2ccccc21 (configuration not stated)	7	0.1	0	-0.1	-36	2	2	-2
O=C(CN1C(=O)COc2ccccc21)N1CCOCC1	11	0.0	-2	.	-9	2	-29	-1
CCOC(=O)Cc1cc(=O)n2[nH]cc(-c3cccc(Br)c3)c2n1	-7	0.0	-16	-1.9	-28	-5	3	0
O=C(O)C[C@@H]1C[C@H]2c3cc(NC(=O)NC4CCCCC4)ccc3O[C@H]2[C@@H](CO)O1	-9	0.3	-1	-0.4	6	-1	-2	-2
CSc1nc(C)cc(Oc2ccc(OCC(N)=O)nn2)n1	0	0.0	-14	-0.1	-10	4	-8	2
O=C(Nc1nc2ccc([N+](=O)[O-])cc2s1)c1c(F)cccc1F	26	0.1	6	3.1	1	1	0	7
COc1ccc(S(=O)(=O)N2CCC(C(=O)NCC(=O)Nc3c(C)cccc3C)CC2)cc1OC	4	-0.1	1	.	-5	-1	-2	1
CO[C@@H]1CC[C@H]2CCOc3ccc(C#N)cc3C(=O)N(C)C[C@@H](OC)[C@H](C)C(=O)N(C)C[C@@H]1O2	-2	0.0	34	-0.2	1	-2	-3	1
COc1c(C)cc(C(=O)C2CCCN(C(=O)c3ccoc3)C2)cc1C (configuration not stated)	-1	0.3	5	-2.4	-6	20	6	7
C[C@@H]1CN([C@@H](C)CO)C(=O)Cc2cc(NC(=O)NC3CCCCC3)ccc2O[C@H]1CN(C)C(=O)Nc1cccc2ccccc12	3	-0.8	-7	0.1	13	1	15	-4
O=C(OCN1C(=O)C(=O)c2ccccc21)c1ccc(Cl)cc1	0	0.4	-1	0.1	-15	-2	8	5
O=C(NCc1cccc(F)c1)[C@H]1[C@H](CO)[C@H]2Cn3c(cccc3=O)[C@@H]1N2	-7	0.4	-3	0.1	-13	1	4	7
C[C@@H]1CN([C@H](C)CO)S(=O)(=O)c2ccc(-c3cccc(C#N)c3)cc2O[C@@H]1CN(C)C(=O)c1cccnc1	-1	-1.0	7	0.3	2	9	5	-3
COc1ccc(NC(=O)CC23CC4CC(CC(C4)C2)C3)cn1	4	0.0	-2	0.6	-8	3	-13	1
COc1cc(NC(=O)COC(=O)CCc2cc(OC)c(OC)c(OC)c2)cc(OC)c1	.	-0.2	2	-0.3	-9	0	.	7
Cc1ccc(C)c(NC(=O)CSc2cccc3cccnc23)c1	-1	0.0	1	.	-4	-1	-2	3
CC(=O)Oc1ccc(C(C)=O)c2c1OCCO2	12	.	1	.	-14	0	4	0
CSc1nc2sccc2c(=O)[nH]1	.	0.0	-24	.	-4	1	.	-5
COc1ccc(SCc2noc(C(=O)NC(C)C)c2C(=O)O)cc1	-5	0.4	-4	0.1	-11	4	-1	-1
Cc1noc(C)c1S(=O)(=O)Nc1ccc2c(c1)CC(=O)N([C@@H](C)CO)C[C@@H](C)[C@@H](CN(C)C(=O)Nc1cccc3ccccc13)O2	5	-1.1	-1	-8.0	-6	2	2	-5
COc1cc(OC)cc(-c2nc(-c3cc4cc(C)ccc4nc3OC)no2)c1	1	.	-5	.	-16	2	-3	11
Cc1ccc(S(=O)(=O)N[C@@H]2C=C[C@@H](CC(=O)N3CCC(Cc4ccccc4)CC3)O[C@H]2CO)cc1	9	-0.5	12	1.3	-6	-6	-3	-2
C[C@@H]1CCCCO[C@H](CN(C)C(=O)CCCN(C)C)[C@H](C)CN([C@@H](C)CO)C(=O)c2cc(NC(=O)Nc3ccc4c(c3)OCO4)ccc2O1	0	0.0	.	0.1	.	.	8	.
O=C1N[C@@H](Cc2cn(S(=O)(=O)c3ccc([N+](=O)[O-])cc3)c3ccccc23)C(=O)N[C@H]1Cc1ccccc1	4	-0.1	-10	-0.2	-8	-1	6	6
CCO[C@H]1OC(C(=O)N2CCN(Cc3ccc4c(c3)OCO4)CC2)=C[C@@H](C2CCCCC2)[C@@H]1CCCO	-9	0.0	1&-2	-0.2	5&-12	3&0	-11&-1	2&-1
Cc1cc(C)n2nc(SCC(=O)Nc3ccc(S(=O)(=O)N(C)C)cc3)nc2n1	-24	0.2	2	0.1	-10	-3	-4	0
COC(=O)c1cc(C(=O)NCCCN2CCOCC2)cc([N+](=O)[O-])c1	.	-0.1	7	.	-9	-1	.	5
COc1ccc(NC(=O)Nc2ccc3c(c2)C(=O)N([C@@H](C)CO)C[C@@H](C)[C@H](CN(C)S(=O)(=O)c2ccc(OC)cc2)OCCCC[C@@H](C)O3)cc1	13	0.4	.	0.7	.	.	-18	.
CCOc1cc2[nH]c(=O)n(Cc3ccc(C(=O)NCCOC)cc3)c(=O)c2cc1OCC	4	0.0	3	0.0	-13	4	1	2
NS(=O)(=O)c1ccc(CCNCc2ccccc2OCc2ccc(Cl)cc2)cc1	3	0.2	-4	.	5	3	6	0
CCCS(=O)(=O)c1nc(S(=O)(=O)c2ccc(C)cc2)c(N2CCN(C)CC2)s1	1	0.3	1	.	6	1	-12	-2
N#C/C(=C(/O)CSc1ncn[nH]1)c1nc2ccccc2[nH]1	.	0.6	7	13	-82	3	.	0
Cc1cc(Cl)ccc1OCC(=O)NNC(=O)CCOc1ccccc1	-2	0.0	2	.	-17	-1	-9	1
COc1ccccc1/C=N/NC(=O)c1ccc(CN2C(=O)c3cccc4cccc2c34)cc1	13	0.1	3	0.2	-25	.	-2	-1
COc1ccc(/C=C(\NC(=O)c2cccs2)C(=O)NCc2ccco2)cc1OC	.	0.2	3	.	-11	2	-5	-8
CCC(=O)N(CCc1ccccc1)Cc1cc2cc(OC)ccc2[nH]c1=O	-4	.	2	0.2	-24	.	.	-3
S=C(NCc1ccccc1)N1CCn2cccc2C1c1ccncc1 (configuration not stated)	.	0.0	2	.	-10	4	.	6
Cc1ccc2nc(-c3ccc(SCC(=O)N4CCc5ccccc54)nc3)[nH]c2c1	.	-0.1	-3	.	-8	-1	.	2

Single records, from the list above:
COc1ccc(/C=C(\NC(=O)c2cccs2)C(=O)NCc2ccco2)cc1OC is listed with esBAF inh = .; Xi reactivation = 0.2; S100A4 MyoIIA = 3; E-selectin induc = .; RAD52 inh = -11; ERAP1 HTS inh = 2; RAD54 inh = -5; ERp5 block = -8
Cc1ccc2nc(-c3ccc(SCC(=O)N4CCc5ccccc54)nc3)[nH]c2c1 is listed with esBAF inh = .; Xi reactivation = -0.1; S100A4 MyoIIA = -3; E-selectin induc = .; RAD52 inh = -8; ERAP1 HTS inh = -1; RAD54 inh = .; ERp5 block = 2

Continued:
mol	esBAF inh	Xi reactivation	S100A4 MyoIIA	E-selectin induc	RAD52 inh	ERAP1 HTS inh	RAD54 inh	ERp5 block
O=C(CSc1nc2ccccc2[nH]1)NC1CCCC1	.	0.1	-5	0.3	-10	1	-14	2
C=CCC[C@@H](Cc1ccc(F)cc1)C(=O)OC[C@@H](Cc1c[nH]c2ccccc12)NC(=O)[C@@H](CC=C)CC(=O)NCCO	-1	-0.1	-1	.	-9	0	2	-2
CCOc1cccc(-c2c(C(=O)N/N=C/c3ccncc3)nnn2-c2nonc2N)c1	2	0.0	-12	.	-23	1	-3	-6
O=S(=O)(Nc1ccccn1)c1cccc(S(=O)(=O)c2ccc(Cl)cc2)c1	.	0.1	0	.	-2	2	.	?
CC1CCC(NC(=O)c2ccc(NS(=O)(=O)c3ccc4[nH]c(=O)[nH]c4c3)cc2)CC1 (configuration not stated)	.	0.0	-2	.	-5	1	-9	2
CCN(C(=N)N=C(N)N)c1ccccc1	.	0.3	-7	.	-4	-4	.	2
O=C(N/N=C/c1cc([N+](=O)[O-])cc([N+](=O)[O-])c1O)/C(=C\c1cccs1)NC(=O)c1ccccc1	4	-0.1	7	.	-20	3	1	-7
COC(=O)[C@]12C[C@H](CC(=O)NCc3cccc4ccccc34)C(=O)N(Cc3ccccc3)C1=C[C@H](C1CCCC1)O[C@@H]2C	.	0.0	3	-0.1	-17	2	.	6

An excerpt from above in order of their number in S100A4 MyoIIA, descending:
structure	esBAF inh	S100A4 MyoIIA	RAD52 inh	ERAP1 HTS inh	ERp5 block
COC(=O)[C@]12C[C@H](CC(=O)NCc3cccc4ccccc34)C(=O)N(Cc3ccccc3)C1=C[C@H](C1CCCC1)O[C@@H]2C	.	3	-17	2	6
O=C(CSc1nc2ccccc2[nH]1)NC1CCCC1	.	-5	-10	1	2
CCN(C(=N)N=C(N)N)c1ccccc1	.	-7	-4	-4	2

(next part)
mol	esBAF inh	Xi reactivation	S100A4 MyoIIA	E-selectin induc	RAD52 inh	ERAP1 HTS inh	RAD54 inh	ERp5 block
CCN(CC(=O)NCc1ccc(Cl)cc1)C(=O)/C=C/c1ccc(C#N)cc1	14	0.0	4	0.1	-21	-1	-4	0
O=C(CCc1nnc(CCCc2ccccc2)o1)NCCc1ccco1	.	-0.1	3	1.6	-10	0	.	?
CCc1cc(C(=O)NCC(c2ccc(OC)cc2)N2CCOCC2)sc1C (configuration not stated)	.	1.3	6	0.2	-20	0	.	5
COc1ccc(C#Cc2ccc3c(c2)[C@H]2[C@H](CCN2S(=O)(=O)C2=NC(C)C=N2)[C@@H](CO)N3C)cc1 (some centres not stated)	3	0.4	.	0.5	.	.	6	.
COc1ccccc1-c1ccc([C@H]2[C@H](CO)N(C(=O)C3CC3)C23CN(C(C)=O)C3)cc1	.	0.1	-7	-0.2	-12	0	.	5
O=C(NNC(=O)c1ccc(Oc2cc(Cl)cc(Cl)c2)o1)c1ccccc1	-7	-0.1	-7	0.3	-3	6	.	2
COCCCNC(=O)c1ccc(-c2csc(C)n2)cc1	.	0.0	-5	-0.1	-8	2	.	1
COC(=O)c1ccc(OCCN2CCCCCC2)cc1	.	0.0	-2	0.0	19	1	.	21
CC(=O)Nc1cc(-c2cccc(C(=O)NCCN(C)C)c2)cn2c(-c3ccccc3)cnc12	8	0.0	-5	-0.3	90*	3	64*	-1
CSCCCc1cn([C@@H](CO)C(=O)NCCCCCCCCCCC(=O)N2CCNCC2)nn1	-5	0.0	1	0.5	6	-14	-19	1

Source: PubChem
